Source: PubChem
GRP78 ERSR act – inducers of ER stress response in human glioma cells. U87-MG GRP78 promoter luciferase reporter, 16 h. AID 602332. 0.02% of 420,000 active. Potency, µM, for inactives: at the top dose activation, hits mostly activators; note: potency is the fitted concentration of half-maximal effect; series mostly up to about 76 µM; % of control where 0% means no effect; nearly all actives have a fitted effect of over 35% in size
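Stably transfected U87-MG human glioma cells carrying a GRP78-based luminescent sensor were seeded at 1000 cells/well, pin-dosed with compounds and incubated 16 h. Luciferase reagent was then added, and end-point luminescence was read after 10 min at room temperature.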
LDHA inh – blocks human lactate dehydrogenase A | P00338 | activity change, % (values are at about 110 or 230 µM) | purified LDHA, NADH/diaphorase-resazurin fluorescence; hits give low values | 0.15% of 480,000 active; in the data active = activity change below about -30%; inconclusive = mostly about -25% to -30%;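 note: plate controls were DMSO wells for no effect and wells without enzyme for full effect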
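Human LDH5 (2 nM) was incubated with 0.06 mM NADH and 0.2 mM pyruvate for 5 min at room temperature in Tris pH 7.4. Remaining NADH was coupled through diaphorase/resazurin, and resorufin fluorescence was read at 0 and 20 min.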
12-LOX inh – blocks human arachidonate 12S-lipoxygenase. Potency, µM (top dose mostly 108 µM), for the others: at the highest dose activity change, negative = inhibition, actives largely listed as inhibitors. 1.1% of 580,000 active. purified 12hLO, xylenol orange hydroperoxide absorbance. AID 1671190; note: potency is the fitted concentration of half-maximal effect; % is set by controls: 0 for no effect and ±100 for the full control effect
Target sequence (P18054 whole entry, looked up): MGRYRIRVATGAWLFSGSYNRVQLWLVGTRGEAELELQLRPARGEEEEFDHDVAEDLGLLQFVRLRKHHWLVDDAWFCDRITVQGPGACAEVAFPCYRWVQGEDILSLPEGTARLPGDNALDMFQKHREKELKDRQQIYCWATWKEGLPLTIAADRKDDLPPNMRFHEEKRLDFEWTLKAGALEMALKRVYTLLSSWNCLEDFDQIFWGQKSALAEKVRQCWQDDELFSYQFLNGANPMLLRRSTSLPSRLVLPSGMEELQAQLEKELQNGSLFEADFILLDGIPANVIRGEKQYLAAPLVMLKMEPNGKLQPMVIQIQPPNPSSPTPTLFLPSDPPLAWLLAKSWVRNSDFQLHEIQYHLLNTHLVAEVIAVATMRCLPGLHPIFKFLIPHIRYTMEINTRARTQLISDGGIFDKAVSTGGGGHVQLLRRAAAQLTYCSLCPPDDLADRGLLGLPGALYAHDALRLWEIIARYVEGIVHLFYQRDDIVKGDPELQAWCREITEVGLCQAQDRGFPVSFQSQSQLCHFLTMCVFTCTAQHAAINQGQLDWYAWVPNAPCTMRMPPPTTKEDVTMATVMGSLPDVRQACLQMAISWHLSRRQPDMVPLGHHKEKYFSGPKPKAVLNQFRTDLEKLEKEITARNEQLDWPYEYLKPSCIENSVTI
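Purified human 12hLO at 150 nM in 25 mM Hepes, 0.01% Triton X-100, pH 7.0, preincubated 15 min at room temperature with compound. Reaction started with 40 uM arachidonic acid, 30 min at room temperature. Hydroperoxide measured by Fe-xylenol orange, 573/405 nm absorbance ratio.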
* hit, by the source's call; & = joins results of further samples; [ ] = dose if it differs, or a comment. Unless noted, calls come from the whole dose curve; as a rule, active = well fitted curve in the direction sought with a large enough effect; inconclusive = small, poorly fitted or top-dose-only effect, or another doubt; inactive = no such curve, though single readings can be large; an effect the other way counts as inactive or inconclusive. Not all compounds are listed; count on the stated rates, not on these rows.

CC(C)Cn1cc(C(=O)NCC2CCCN2C)c2ccccc21 (centres undefined) was read as LDHA inh -2.4 and 12-LOX inh -1.9%.
`O=C1CSC(c2ccc(OC3CCCC3)cc2)c2cn[nH]c2N1` (centres undefined) gave LDHA inh -10.7 and 12-LOX inh -3.2%.
Screening CCc1ccc2[nH]c(C)c(CCN)c2c1 returned LDHA inh -2.1 and 12-LOX inh inconclusive.
For COc1ccc(C(C#N)C(C)=O)cc1OC (centres undefined) the results were LDHA inh 5.0 and 12-LOX inh 10.0%.
For COc1ccccc1C(C#N)C(C)=O (centres undefined) the results were LDHA inh 2.2 and 12-LOX inh 1.8%.
`O=C1/C(=C\c2ccccc2F)N2CCC1CC2` gave LDHA inh -3.1 and 12-LOX inh 102.6%[activator].
`C=CCN1CCN(C(=O)Cc2ccc(F)cc2)CC1` gave LDHA inh -8.2 and 12-LOX inh -0.6%.
O=C(Cc1c[nH]c2ccccc12)N1CCN(CC(=O)N2CCCCCC2)CC1 was read as LDHA inh -0.7 and 12-LOX inh -0.3%.
CC12CCC(O)CC1CCC1[C@@H]2CCC2(C)C(C3=CC(=O)OC3)C(O)CC12O (some centres undefined) was read as LDHA inh 0.4 and 12-LOX inh -7.2%.
`O=C1/C(=C\c2ccc(Br)cc2)N2CCC1CC2` gave LDHA inh 6.1 and 12-LOX inh inconclusive.
`CN(C)C(=O)Oc1ccc2c(=O)c(-c3ccccc3)coc2c1` gave LDHA inh 2.8 and 12-LOX inh inconclusive.
For CC(=O)NCCNC(=O)c1cn(Cc2ccccc2)c2ccccc12 the results were LDHA inh -2.1 and 12-LOX inh -10.0%.
Screening CCN1CCN(C(=O)COc2ccc3c(=O)c(-c4ccccc4)c(C)oc3c2)CC1 returned LDHA inh -5.1 and 12-LOX inh -3.4%.
`CC(Cl)C(=O)NC(C)(C)C` (centres undefined) gave LDHA inh -0.7 and 12-LOX inh -6.1%.
`N#CCCNc1ccccc1` gave LDHA inh -0.6 and 12-LOX inh -8.0%.
CNC(=O)C[C@H]1CC[C@@H]2NC[C@H](O)COC[C@H]2O1 was read as LDHA inh -1.2 and 12-LOX inh -12.4%.
Screening CN1CCC(=O)C2CCCCC21 (centres undefined) returned LDHA inh -7.5 and 12-LOX inh -6.7%.
Screening Cc1ccccc1CN1CCN(Cc2cccc(F)c2)CC1 returned LDHA inh -0.9 and 12-LOX inh 0.112µM*.
`Cc1ccccc1-n1c(Cn2cnc3c(N)ncnc32)nc2cccc(C)c2c1=O` gave LDHA inh -2.3 and 12-LOX inh -3.2%[57.4 µM].
Screening O=C(NCC1CC1)c1cn(Cc2ccccc2)c2ccccc12 returned LDHA inh -4.3 and 12-LOX inh -3.6%.
`CC[C@H]1c2ccccc2[C@@H]2CC[C@H]1N2c1ccccc1` gave LDHA inh 4.2 and 12-LOX inh 0.4%.
CC(C)CCOc1cccc(CCN)c1 was read as LDHA inh -1.7 and 12-LOX inh 4.4%.
Screening CCCCCN1C(=O)c2ccccc2[C@@]2(C(=O)OCC)Cc3cc(OC)ccc3[C@@H]12 returned LDHA inh 2.0 and 12-LOX inh 0.0%.
CCn1c(=O)c(=O)[nH]c2cc(C(=O)N3C4CCC3CC4)ccc21 was read as LDHA inh 7.5 and 12-LOX inh 21.1%.
For CC(=O)OC1CC(OC2C(O)CC(OC3C(O)CC(OC4CC(O)C5(C)C(CC[C@@H]6[C@@H]5CCC5(C)C(C7=CC(=O)OC7)CCC65O)C4)OC3C)OC2C)OC(C)C1O (some centres undefined) the results were LDHA inh 2.5 and 12-LOX inh 4.6%.
Cc1cccc(C2SCC(=O)Nc3n[nH]c(C)c32)c1 (centres undefined) was read as LDHA inh 14.9 and 12-LOX inh -1.0%.
CCOC(=O)[C@]12Cc3cc(C)ccc3[C@H]1N(C)C(=O)c1ccccc12 was read as LDHA inh -5.6 and 12-LOX inh inconclusive.
`CCOc1ccccc1NC(=O)N(Cc1ccc2c(c1)OCO2)C1CCN(Cc2ccccc2)CC1` gave LDHA inh 0.9 and 12-LOX inh inconclusive.
Cc1cc(C)c(NC(=O)c2cn(Cc3ccccc3)nn2)c(C)c1 was read as LDHA inh 8.1 and 12-LOX inh inconclusive.
For O=C(Cc1c[nH]c2ccccc12)N1CCN(CC(=O)N2CCCC2)CC1 the results were LDHA inh 1.7 and 12-LOX inh 16.0%.
Screening CC(C)N1CCC(NC(=O)c2cn(Cc3ccccc3)c3ccccc23)CC1 returned LDHA inh -2.8 and 12-LOX inh -61.4%.
`Cc1[nH]nc2c1C(c1ccc3c(c1)OCO3)SCC(=O)N2` (centres undefined) gave LDHA inh -19.7 and 12-LOX inh -8.2%.
`NCCc1ccc(OC(F)(F)F)cc1` gave LDHA inh 1.0 and 12-LOX inh inconclusive.
For CC(C)N1CCN(c2oc(C3CC3)nc2C#N)CC1 the results were LDHA inh -0.2 and 12-LOX inh -32.2%.
Cc1ccccc1C(O)(c1ccccc1C)C1CN2CCC1CC2 (centres undefined) was read as LDHA inh 0.5 and 12-LOX inh 1.5%.
Screening N#CC1=C(N)Oc2nc(SCc3ccccc3)nc(N)c2C1c1ccccc1F (centres undefined) returned LDHA inh 1.4 and 12-LOX inh inconclusive.
`CCOC(=O)[C@]12Cc3cc(OC)ccc3[C@H]1N(C)C(=O)c1cc(OC)ccc12` gave LDHA inh 2.5 and 12-LOX inh inconclusive.
CCOC(=O)c1cc2ccccc2n1C1CCN(Cc2ccccc2)CC1 was read as LDHA inh 3.5 and 12-LOX inh -9.4%.
For Cc1nn(-c2ccccc2)c2c1C(c1ccsc1)SCC(=O)N2 (centres undefined) the results were LDHA inh 2.6 and 12-LOX inh inconclusive.
Screening N#C/C(=C\c1ccccc1)C(=O)Nc1ccc(Cl)cc1C(=O)c1ccccc1 returned LDHA inh -5.6 and 12-LOX inh -0.9%.

In the list so far, these have a carbonyl joined to an NH by a bond outside any ring.
CC(C)Cn1cc(C(=O)NCC2CCCN2C)c2ccccc21 (centres undefined) was read as LDHA inh -2.4 and 12-LOX inh -1.9%.
For CC(=O)NCCNC(=O)c1cn(Cc2ccccc2)c2ccccc12 the results were LDHA inh -2.1 and 12-LOX inh -10.0%.
`CC(Cl)C(=O)NC(C)(C)C` (centres undefined) gave LDHA inh -0.7 and 12-LOX inh -6.1%.
CNC(=O)C[C@H]1CC[C@@H]2NC[C@H](O)COC[C@H]2O1 was read as LDHA inh -1.2 and 12-LOX inh -12.4%.
Screening O=C(NCC1CC1)c1cn(Cc2ccccc2)c2ccccc12 returned LDHA inh -4.3 and 12-LOX inh -3.6%.
`CCOc1ccccc1NC(=O)N(Cc1ccc2c(c1)OCO2)C1CCN(Cc2ccccc2)CC1` gave LDHA inh 0.9 and 12-LOX inh inconclusive.
Cc1cc(C)c(NC(=O)c2cn(Cc3ccccc3)nn2)c(C)c1 was read as LDHA inh 8.1 and 12-LOX inh inconclusive.
Screening CC(C)N1CCC(NC(=O)c2cn(Cc3ccccc3)c3ccccc23)CC1 returned LDHA inh -2.8 and 12-LOX inh -61.4%.
Screening N#C/C(=C\c1ccccc1)C(=O)Nc1ccc(Cl)cc1C(=O)c1ccccc1 returned LDHA inh -5.6 and 12-LOX inh -0.9%.

A portion taken from the entries so far, for reference:
Screening CC(C)N1CCC(NC(=O)c2cn(Cc3ccccc3)c3ccccc23)CC1 returned LDHA inh -2.8 and 12-LOX inh -61.4%.
`Cc1[nH]nc2c1C(c1ccc3c(c1)OCO3)SCC(=O)N2` (centres undefined) gave LDHA inh -19.7 and 12-LOX inh -8.2%.
`NCCc1ccc(OC(F)(F)F)cc1` gave LDHA inh 1.0 and 12-LOX inh inconclusive.
For CC(C)N1CCN(c2oc(C3CC3)nc2C#N)CC1 the results were LDHA inh -0.2 and 12-LOX inh -32.2%.

(next part)
`Oc1ccc(C2(c3ccc(O)cc3)CCCCC2)cc1` gave LDHA inh -10.8 and 12-LOX inh inconclusive.
For COc1ccc(NC(=O)c2cn(C)c3ccccc23)c(OC)c1 the results were LDHA inh 8.2 and 12-LOX inh 15.7%.
COc1ccc2c(c1)c(C(=O)OC(C)C(=O)NC(C)(C)C)c(C)n2C1CC1 (centres undefined) was read as LDHA inh -19.9 and 12-LOX inh -0.6%.
For FC(F)Oc1ccc(CNCCc2c[nH]c3ccccc23)cc1 the results were LDHA inh -1.5 and 12-LOX inh inconclusive.
Screening Cc1[nH]nc2c1C(c1ccc(-c3ccccc3F)o1)SCC(=O)N2 (centres undefined) returned LDHA inh -2.9 and 12-LOX inh 1.5%.
For Cc1ccccc1OCC(=O)N1CCN(Cc2cc(=O)n3nc(-c4ccccc4C)sc3n2)CC1 the results were LDHA inh 16.3 and 12-LOX inh 0.9%.
Screening COc1ccc(-c2cc3ccc(OC(=O)N(C)C)cc3oc2=O)cc1 returned LDHA inh -0.6 and 12-LOX inh inconclusive.
O=C(NC1CCSC1=O)c1ccco1 (centres undefined) was read as LDHA inh 0.7 and 12-LOX inh -0.7%.
CCOC(=O)[C@]12Cc3cc(C)ccc3[C@H]1N(CCC(=O)OC)C(=O)c1cc(OC)ccc12 was read as LDHA inh -0.9 and 12-LOX inh inconclusive.
Screening COc1ccc(CCNCc2ccc(Cl)cc2)cc1 returned LDHA inh 7.5 and 12-LOX inh 14.1µM*.
`O=C(NC(O)C(Cl)(Cl)Cl)NC(O)C(Cl)(Cl)Cl` (centres undefined) gave GRP78 ERSR act 1.4%, LDHA inh -0.2 and 12-LOX inh 10.1%&20.7%.
